PPARg SRC3 recr – promotes SRC-3 coactivator recruitment by human PPARgamma. P37231. biochemical PPARgamma/SRC-3 coactivator recruitment assay. actives 0.26% (n = 200,000). activation, % at 8 µM; in the data active = activation above about 23%;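 note: 0% = DMSO and 100% = reference agonist; some compounds past the cut are filed as inactive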
Target sequence (P37231 whole entry, looked up): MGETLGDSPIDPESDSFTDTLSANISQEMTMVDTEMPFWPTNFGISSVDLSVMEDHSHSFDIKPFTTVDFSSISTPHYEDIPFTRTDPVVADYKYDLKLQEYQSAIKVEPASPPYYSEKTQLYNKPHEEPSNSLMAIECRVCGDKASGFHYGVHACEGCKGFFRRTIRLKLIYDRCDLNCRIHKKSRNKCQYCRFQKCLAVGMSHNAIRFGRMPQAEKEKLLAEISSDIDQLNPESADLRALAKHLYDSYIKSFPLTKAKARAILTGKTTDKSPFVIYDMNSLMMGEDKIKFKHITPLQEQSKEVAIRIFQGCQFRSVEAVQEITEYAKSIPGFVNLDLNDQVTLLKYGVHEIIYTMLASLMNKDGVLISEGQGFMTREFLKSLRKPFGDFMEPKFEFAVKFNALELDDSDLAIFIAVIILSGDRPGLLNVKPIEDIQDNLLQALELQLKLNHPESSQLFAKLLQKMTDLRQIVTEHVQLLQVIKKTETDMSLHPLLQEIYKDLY
STAT1 inh – reduces IFN-gamma driven STAT1 reporter signal; NIH 3T3 STAT1-luciferase reporter, luminescence; inhibition, % at 5.5 µM; AID 920; actives 0.35% (n = 200,000);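 active = inhibition above a set limit, the mean inhibition across all tested compounds plus 3 SD, cut at about 34% in these data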;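 note: 0% = IFN-gamma with DMSO and 100% = IFN-gamma with 300 µM nifuroxazide; values of inactives mirror those of a sister screen read the other way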
TNAP act hi DEA – TNAP (human) activation, high acceptor; AID 1136; P05186; purified TNAP, CDP-star luminescence, 1 M DEA, 30 min; hits give high values; 0 = EDTA background, 1 = DMSO-only activity; activation factor at 20 µM; 200,000 tested, under 10 active;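 active = activation factor at least 2 at 20 µM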
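Control set: EDTA negative control, DMSO positive control / Assay system: human TNAP / Quantity: TNAP 1/800 final / Evaluation: TNAP activation factor scaled between EDTA and DMSO control wells / Measured by: luminescent substrate turnover signal / Compound dosing: one dose, 20 µM / Times: 30 min enzyme reaction at room temperature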
ROMK mod – modulators of human ROMK potassium channel; P48048; Tet-inducible ROMK, thallium flux fluorescence; actives lie on both sides; B-score at 10 µM; actives 2% (n = 130,000);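 active = signal ratio slope over the read window, or its plate-corrected B-score, at least 3 SD from the plate mean, either direction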;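 note: B-score of the F/F0 ratio slope over 7 to 12 s after thallium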
Target sequence (P48048 whole entry, looked up): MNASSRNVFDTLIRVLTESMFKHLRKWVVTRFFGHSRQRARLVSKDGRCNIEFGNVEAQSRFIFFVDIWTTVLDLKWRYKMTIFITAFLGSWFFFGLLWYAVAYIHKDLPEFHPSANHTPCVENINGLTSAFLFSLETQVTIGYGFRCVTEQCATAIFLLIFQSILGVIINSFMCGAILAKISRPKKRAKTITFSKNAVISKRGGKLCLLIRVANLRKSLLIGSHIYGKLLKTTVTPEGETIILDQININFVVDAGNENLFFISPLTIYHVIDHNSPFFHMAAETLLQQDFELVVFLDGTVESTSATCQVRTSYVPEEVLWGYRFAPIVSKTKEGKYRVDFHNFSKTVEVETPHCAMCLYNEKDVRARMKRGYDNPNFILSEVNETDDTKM
STAT3 act – activators of IL-6 induced STAT3 signaling; activation (% of control), % at 5.6 µM; U3A cells, IL-6 STAT3-luciferase reporter, luminescence; 100% = signal with IL-6 EC80 alone; actives 0.91% (n = 190,000); AID 871;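 active = activation above the screen-wide mean of compound activation plus 3 SD, cut at about 130% in these data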;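 note: 0% = background luminescence of wells with medium and substrate only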
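Material: human STAT1-deficient U3A cells with stable STAT3-luciferase reporter / Probe or stimulus: IL-6 stimulus at 33 ng/mL final / Schedule: 1 h compound pre-exposure, 6 h IL-6 stimulation, 37 °C / Technique: luminescence / Read-out basis: percent of IL-6-only median luminescence / Control set: IL-6-only high control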
bIAP inh – intestinal alkaline phosphatase (bovine) inhibition | purified bovine IAP, CDP-star luminescence, 30 min | inhibition, % at 20 µM | 190,000 tested, under 10 active | AID 1019;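 active = over 50% inhibition of intestinal alkaline phosphatase at 20 µM in the single-dose screen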
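Assay system: bovine IAP enzyme; medium: DEA buffer 100 mM, pH 9.8, with MgCl2 1.0 mM, ZnCl2 0.02 mM; doses: 20 µM single dose; incubation: enzyme reaction for 30 min at room temperature; detection: CDP-star luminescence signal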
PPARg SRC-1 ag – promotes SRC-1 coactivator recruitment by human PPARgamma. AID 631. actives 0.41% (n = 200,000). PPARgamma-SRC-1 coactivator recruitment biochemical assay. P37231. activation, % at 8 µM; in the data active = activation above about 19%;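 note: 0% = DMSO and 100% = reference agonist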
STAT3 inh – STAT3 signaling inhibition. U3A cells, IL-6 STAT3-luciferase reporter, luminescence; host cell line lacks STAT1. inhibition, % at 5.5 µM. actives 0.89% (n = 190,000). AID 862;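 active = inhibition above the mean inhibition across all screened compounds plus 3 SD, cut at about 44% in these data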;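 note: 0% = DMSO only wells and 100% = 100 µM nifuroxazide control wells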
TR-FRET SRC-2 ct – flags TR-FRET format artefacts in PPARgamma SRC-2 recruitment agonist screen; TR-FRET artefact counter-screen; hits give high values; TR-FRET ratio at 8 µM; actives 0.4% (n = 200,000); in the data active = TR-FRET ratio above about 2000; note: inactives centre near 1500
bIAP activator – intestinal alkaline phosphatase (bovine) activation; actives 0.17% (n = 200,000); AID 1016; purified bovine IAP, CDP-star luminescence, 30 min; hits give high values; fold of DMSO-control signal, blank-subtracted; activation factor at 20 µM;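 active = activation factor of 2 or more at 20 µM, a signal rise over negative controls twice the positive control's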
PPARg SRC2 recr – promotes SRC-2 coactivator recruitment by human PPARgamma; P37231; PPARgamma LBD-SRC-2 recruitment, biochemical; activation, % at 8 µM; actives 0.34% (n = 200,000); in the data active = activation above about 22%;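 note: 0% = vehicle and 100% = reference agonist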
An asterisk follows results filed as active; . = not tested or not shown.

Preview (2 entries):
SMILES	PPARg SRC3 recr	STAT1 inh	TNAP act hi DEA	ROMK mod	STAT3 act	bIAP inh	PPARg SRC-1 ag	STAT3 inh	TR-FRET SRC-2 ct	bIAP activator	PPARg SRC2 recr
CC(OC(=O)c1cccc(S(=O)(=O)Nc2ccccc2F)c1)C(=O)NCc1ccc2c(c1)OCO2 (stereo unspecified)	4	6	1	.	85	11	11	19	1726	0.9	1
CCc1c(C)nc(SCC(N)=O)c(C#N)c1C	11	-6	1	0.079	98	15	3	2	1702	0.9	14

The listing, repeating the preview:
SMILES	PPARg SRC3 recr	STAT1 inh	TNAP act hi DEA	ROMK mod	STAT3 act	bIAP inh	PPARg SRC-1 ag	STAT3 inh	TR-FRET SRC-2 ct	bIAP activator	PPARg SRC2 recr
CC(OC(=O)c1cccc(S(=O)(=O)Nc2ccccc2F)c1)C(=O)NCc1ccc2c(c1)OCO2 (stereo unspecified)	4	6	1	.	85	11	11	19	1726	0.9	1
CCc1c(C)nc(SCC(N)=O)c(C#N)c1C	11	-6	1	0.079	98	15	3	2	1702	0.9	14
CO/N=C/CC(=O)c1ccc(-c2ccccc2)cc1	3	-12	1	0.69	90	-5	-6	21	1305	1	-5
CS(=O)(=O)N(CC(=O)Nc1ccc(S(=O)(=O)N2CCCC2)cc1)c1ccccc1F	5	-10	1	0.027	101	-4	-1	3	1847	1	0
O=C(CSc1nnc2ccccn12)c1ccc(OC(F)F)cc1OC(F)F	3	3	1.1	.	90	-2	0	16	1594	1	2
CC1CCCN(CCC(=O)Nc2ccccc2)C1 (stereo unspecified)	4	2	1.1	-0.079	90	9	-1	14	1562	0.9	3
CCNC(=O)CC1C(=O)N(c2ccc(C)cc2)C(=O)N1Cc1ccccn1 (stereo unspecified)	-5	-1	1	-0.4	104	7	1	-2	1527	0.9	0
Cc1ccc(CCNC(=O)C2CCCN(C(=O)c3cc4sccc4n3C)C2)cc1 (stereo unspecified)	7	4	1.1	.	95	-12	11	12	1603	1.1	5
Cc1occc1C(=O)NCc1ccc2c(c1)OCO2	-4	5	1	-1.1	105	4	3	-5	1685	1	8
COc1cc2c(cc1OC)C(c1ccco1)CC(=O)N2 (stereo unspecified)	2	19	1	.	105	8	2	-6	1471	0.9	5
CCc1c(C)sc(NC(=S)N2CC(C)OC(C)C2)c1C(=O)OC (stereo unspecified)	4	-6	1	0.074	104	-4	3	8	1681	1	0
Cc1ccc(-c2cnc3c(Cl)c(C)nn3c2)cc1	5	11	1	-0.18	33	-4	-3	82*	1773	1	4

Single values from the results shown:
In bIAP inh, CCNC(=O)CC1C(=O)N(c2ccc(C)cc2)C(=O)N1Cc1ccccn1 (stereo unspecified) reads 7
In STAT1 inh, Cc1ccc(-c2cnc3c(Cl)c(C)nn3c2)cc1 reads 11
In STAT3 act, Cc1occc1C(=O)NCc1ccc2c(c1)OCO2 reads 105
In PPARg SRC2 recr, CC1CCCN(CCC(=O)Nc2ccccc2)C1 (stereo unspecified) reads 3
In TNAP act hi DEA, Cc1ccc(CCNC(=O)C2CCCN(C(=O)c3cc4sccc4n3C)C2)cc1 (stereo unspecified) reads 1.1
In bIAP inh, CCc1c(C)nc(SCC(N)=O)c(C#N)c1C reads 15

(cont.)
SMILES	PPARg SRC3 recr	STAT1 inh	TNAP act hi DEA	ROMK mod	STAT3 act	bIAP inh	PPARg SRC-1 ag	STAT3 inh	TR-FRET SRC-2 ct	bIAP activator	PPARg SRC2 recr
O=C(CSc1cccc[n+]1[O-])Nc1cc([N+](=O)[O-])ccc1Cl	4	-6	1	0.44	100	3	3	7	1346	1	-1
COc1ccc(N(Cc2cc(=O)[nH]c3ccccc23)C(=O)c2ccco2)cc1	1	14	1.1	.	118	0	-2	-20	1536	1	0
CCOC(=O)N/N=C\C=C\c1ccco1	6	-7	1	-0.48	96	-4	1	5	1680	1	10
COc1ccccc1/C=C/C=N/NC(=O)c1ccc2nc[nH]c2c1	6	-5	1	1.3	81	3	10	31	1675	1	9
CCCn1nnc(NC(=O)Cc2ccc(Cl)cc2)n1	-17	-1	1	.	101	13	2	1	1516	0.9	-7
COc1cc(/C=N/NC(=O)c2[nH]nc3c2CCc2ccccc2-3)ccc1O	2	-2	1.1	.	99	-20	0	2	1651	1.2	6
CCN(CC(=O)NCc1ccc(F)cc1)Cc1cc(=O)n2ccsc2n1	0	3	1	-0.19	99	-15	4	6	1643	1.1	7
CC1C2=C(CCCC2=O)N(c2cccc3ccccc23)C2=C1C(=O)CCC2	3	-6	.	0.13	97	.	0	8	1544	.	10
Nn1c(COc2ccccc2)nc2ccccc2c1=O	-2	-15	1	-0.69	88	12	-5	15	1351	0.9	1
COc1ccc(NC(=S)Nc2cc(-c3ccccc3)[nH]n2)cc1Cl	1	-5	1	.	92	-1	7	18	1434	1	2
Cc1ccc(S(=O)(=O)NCC(=O)N(CC(=O)NCc2ccco2)Cc2cccs2)cc1	7	-3	1	.	94	23	2	11	1634	0.8	5
CCCS(=O)(=O)N1CCC(C(=O)NCc2ccc(F)cc2)CC1	0	9	1	-0.86	94	-8	-7	14	1407	1.1	-11
Cc1ccc(S(=O)(=O)N2CC(O)CC2C(=O)OCC(=O)c2ccccc2Cl)cc1C (stereo unspecified)	3	-2	1	.	94	-20	6	7	1589	1.2	-4
O=C(Nc1ccccc1)c1cc2n(n1)C(C(F)(F)F)CC(C1CC1)N2 (stereo unspecified)	3	-48	1.1	-0.15	106	-2	4	-4	1520	1	3
CCOc1ccccc1CNC(=O)C1CCN(C(=O)c2sccc2-n2cccc2)CC1	-4	4	1.1	0.29	100	-3	4	2	1561	1	7
CCCc1[nH]nc2c1C(c1ccsc1)C(C#N)=C(N)O2 (stereo unspecified)	1	13	1	-0.084	104	-16	2	3	1450	1.2	3
CC1=NN(C(N)=S)C(=O)C1N=Nc1ccccc1 (stereo unspecified)	6	-34	1	2.2	99	-22	-5	5	1423	1.2	0
O=C(/C=C/c1cccs1)NC(=S)NNC(=O)Cc1cccs1	16	1	1.1	.	103	18	-5	0	1595	0.8	-1
O=C(NCCCn1ccnc1)c1cc(-c2ccncc2)nc2ccccc12	-5	3	1	-0.22	102	-13	-1	3	1574	1.1	-5
CCOC(=O)N1CCN(Cc2nc(-c3ccccc3)no2)CC1	0	-15	1	-0.11	106	6	-3	-5	1287	0.9	0
C=CCNC(=O)c1nn2cccnc2c1Cl	8	-3	1	-0.55	102	7	2	2	1683	0.9	7
CCCN1C(=O)CC(C(=O)OC)=C1C	2	2	1	1.7	96	6	7	5	1561	0.9	-1
CCOC(=O)c1oc2cc(O)c(CC)cc2c(=O)c1-c1cscn1	2	1	1.1	0.36	103	-1	2	1	1574	1	6
CCn1c(CNc2ccc(Cl)cc2)nnc1SCCN1CCCCC1	8	1	1	-2.5	106	-22	-4	-3	1500	1.2	5

One compound at a time, from the list above.
Cc1ccc(S(=O)(=O)N2CC(O)CC2C(=O)OCC(=O)c2ccccc2Cl)cc1C (stereo unspecified) as listed: PPARg SRC3 recr: 3; STAT1 inh: -2; TNAP act hi DEA: 1; ROMK mod: .; STAT3 act: 94; bIAP inh: -20; PPARg SRC-1 ag: 6; STAT3 inh: 7; TR-FRET SRC-2 ct: 1589; bIAP activator: 1.2; PPARg SRC2 recr: -4
CCn1c(CNc2ccc(Cl)cc2)nnc1SCCN1CCCCC1 as listed: PPARg SRC3 recr: 8; STAT1 inh: 1; TNAP act hi DEA: 1; ROMK mod: -2.5; STAT3 act: 106; bIAP inh: -22; PPARg SRC-1 ag: -4; STAT3 inh: -3; TR-FRET SRC-2 ct: 1500; bIAP activator: 1.2; PPARg SRC2 recr: 5

New compounds follow.
SMILES	PPARg SRC3 recr	STAT1 inh	TNAP act hi DEA	ROMK mod	STAT3 act	bIAP inh	PPARg SRC-1 ag	STAT3 inh	TR-FRET SRC-2 ct	bIAP activator	PPARg SRC2 recr
O=C(NCCNS(=O)(=O)c1cccc(C(F)(F)F)c1)c1cc(OCC(F)(F)F)ccc1OCC(F)(F)F	11	-1	1	.	106	0	1	-2	1661	1	9
CC(C)(C)C(=O)Nc1ccccc1C(=O)Nc1ccccn1	-1	-1	1	-0.05	99	3	3	5	1581	1	6
COc1cccc(N(CC(=O)N2CCN(C)CC2)S(=O)(=O)c2ccc(C)cc2)c1	11	1	1	0.16	106	2	4	-2	1601	1	5
O=C(Cn1c(NCCO)nc2ccccc21)c1ccc(Cl)cc1	-1	1	1	.	101	1	1	3	1476	1	-11
COc1cccc(C(=O)N(Cc2nc(-c3cccc(C)c3)no2)C(C)C)c1OC	2	3	1.1	-0.91	111	-7	4	-11	1709	1.1	4
COc1ccc(NC(=O)CCN2CCN(S(=O)(=O)c3ccc(C(C)C)cc3)CC2)cc1	-8	-3	1	-0.94	96	0	-3	8	1568	1	-4
COc1ccc(-c2nnc(SCc3csc(N)n3)n2C)cc1	4	3	1.1	0.37	94	2	-2	11	1463	1	7
Cc1nc(NC(=O)c2csc3ccccc23)sc1C	-3	-83	1	.	96	6	0	10	1343	0.9	-6
CNS(=O)(=O)c1cc(N)ccc1C	1	0	0.9	-0.45	92	-6	8	12	1727	1.1	-10
Clc1ccccc1Cn1nc(-c2ccccc2)nc1-c1ccccc1	4	2	1	.	106	8	-1	-13	1452	0.9	3
O=C(NCCC1=CCCCC1)C(=O)NCc1ccccc1Cl	3	-9	1.1	-0.014	99	25	4	6	1516	0.8	8
COc1ccc(NC(=O)C2CC(=O)N(C(C)C)C2)cc1 (stereo unspecified)	3	-7	1	0.58	103	7	10	-1	1701	0.9	1
CCOc1ccccc1N1CCN(S(=O)(=O)c2ccc(Cl)s2)CC1	4	3	1	.	101	16	-2	3	1429	0.8	2
CC(C)(C)C(=O)NC1=NN(c2c(Cl)cc(Cl)cc2Cl)C(=O)C1	3	-12	1	0.041	102	-14	-5	-1	1539	1.1	-2
O=C(COc1ccc2ccccc2c1)NCC(=O)N/N=C/c1ccco1	5	3	1	-0.092	98	-1	3	6	1603	1	7
CCCCOCC1CN(c2ccccc2)C(=O)CS1 (stereo unspecified)	2	4	1	.	111	11	0	-14	1591	0.9	1
Clc1cccc(N/N=C(\Cc2nc3ccccc3[nH]2)c2ccccc2)c1	1	-8	1	.	85	5	2	19	1478	0.9	7
COc1ccc(CCNC(=O)CN2C(=O)C3(OCCCO3)c3ccccc32)cc1OC	-1	7	1	.	101	5	-12	3	1576	1	3
CCCCN(C)CCNC(=O)c1ccc2c(c1)NC(=O)C(N1CCCCC1)S2 (stereo unspecified)	-1	7	1.1	.	94	1	4	13	1376	1	2
CCCCCCCNC(=O)C1CC(=O)N(C)C(=Nc2ccc(OC)cc2)S1 (stereo unspecified)	2	3	1	.	96	17	2	7	1562	0.8	1
